PHOSPHO1 block: PubChem AID 1565. 290,000 tested, 1.1% active. recombinant PHOSPHO1, absorbance phosphatase assay. inhibition, % at 13.3 µM; in the data active = inhibition above about 60%
Target sequence (Q8TCT1 whole entry, looked up): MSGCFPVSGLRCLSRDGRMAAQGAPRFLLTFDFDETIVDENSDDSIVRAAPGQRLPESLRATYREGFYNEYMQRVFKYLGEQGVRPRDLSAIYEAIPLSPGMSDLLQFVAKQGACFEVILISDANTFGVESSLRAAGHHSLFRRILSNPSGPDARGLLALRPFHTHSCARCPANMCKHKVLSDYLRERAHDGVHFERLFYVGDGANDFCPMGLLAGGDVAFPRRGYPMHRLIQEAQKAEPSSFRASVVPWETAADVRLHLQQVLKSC
IDE cell activ: human IDE activators in live cells, primary screen, fluorescence polarization, HEK cells, FAbeta-B substrate | Insulin-degrading enzyme (Homo sapiens), P14735 | FAbeta-B cleavage; 0% vehicle, 100% cell-free pure enzyme wells | activation, % at 5.96 µM | 340,000 tested, 0.073% active;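 active = activation above the mean of all tested compounds plus 3 SD, set per screening campaign, cut at about 17% in these data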
pCIP destab: p/CIP-EGFP fusion destabilizers, primary screen, fluorescence, F442A cells; 16 h; decrease of EGFP signal, % at 10 µM; 290,000 tested, 0.01% active; AID 1984, 2009;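 active = EGFP signal decrease of at least 30% at 10 µM or well 3 SD below plate mean, unless failing retest; inactive = the rest, including hits failing retest or dose response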; note: some compounds called inactive have numbers as strong as hits; many of its hits are not listed in these tables
IDE inh: human IDE inhibitors in live cells, primary screen, fluorescence polarization, HEK cells, FAbetaB substrate | Insulin-degrading enzyme (Homo sapiens), P14735 | FAbetaB cleavage | inhibition, % at 5.59 µM | 320,000 tested, 0.41% active | AID 434962, 2010;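 active = percent inhibition above the average of all tested compounds plus 3 SD, set per screening campaign, cut at about 16% in these data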;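 note: IDE supplied by intact live HEK cells; FP after avidin binding of uncleaved biotin substrate so inhibition keeps polarization high; 0% = DMSO wells and 100% = 60 µM reference IDE inhibitor Ii1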
GalR3 antag: GalR3 antagonists in HEK293 cells, primary screen, cell-based, fluorescence readout; Galanin receptor type 3 (Homo sapiens), O60755; HEK293 GalR3-CNG cAMP membrane potential fluorescence; galR3 body fused to GalR1 C-terminus; inhibition, % at 3 µM; 360,000 tested, 0.44% active;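 active = inhibition above the screen-wide average plus 3 SD, cut at about 13% in these data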;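 note: forskolin and galanin both at EC90 stimulate the cells; cAMP rise reported by CNG channel membrane potential dye signal; 0% = forskolin plus galanin with DMSO and 100% = forskolin alone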
CRFR2-BP antag: antagonists of CRF-BP/CRF-R2 complex, primary screen, cell-based, HEK293, calcium dye fluorescence, uHTS; CRF-induced calcium fluorescence; inhibition, % at 11.8 µM; 350,000 tested, 0.59% active; AID 588475, 2011;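 active = inhibition of the ligand-induced calcium signal above about 50% at the single tested concentration, limit read from the data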
MEKK3 PB1 HTS: modulators of MEKK3-MEK5 PB1 binding, primary screen, biochemical, wildtype MEKK3, multiplex bead flow cytometry, Alexa488-MEK5; bead-based flow cytometry, Alexa488-MEK5 binding to MEKK3; actives lie on both sides; 0 = blocked by unlabeled MEK5, 100 = vehicle; binding response (% of control), % at 10 µM; 290,000 tested, 1.4% active;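 active = binding response more than 3 SD above or below the average of its plate-row segment, actives on both sides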;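 note: Alexa488 bead fluorescence after subtracting the streptavidin-only scavenger bead signal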
CRFBP-R2 agonist: agonists of CRF-BP/CRF-R2 complex, primary screen, cell-based, HEK293, calcium dye fluorescence, uHTS | calcium dye fluorescence (FLIPR); percent of saturating CRF peptide response | 350,000 tested, 0.46% active | activation, % at 13.2 µM;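 active = activation of at least 50%, plus an integration ratio under a set limit after plate pattern correction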;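 note: plate controls were neutral control wells without compound for no effect and CRF at EC100 for full effect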
M4 PAM: human M4 muscarinic receptor positive allosteric modulators, primary screen, CHO-K1 cells, Fluo-8 calcium fluorescence; CHO-K1 hM4/Gqi5, ACh EC20; 0% = ACh EC20, 100% = maximal ACh; activation, % at 3 µM; 360,000 tested, 0.4% active;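 active = activation above its plate's cutoff, the mean activation of sample wells plus 3 SD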; note: some results filed as inactive read as strong as hits
Target sequence (P08173 whole entry, looked up): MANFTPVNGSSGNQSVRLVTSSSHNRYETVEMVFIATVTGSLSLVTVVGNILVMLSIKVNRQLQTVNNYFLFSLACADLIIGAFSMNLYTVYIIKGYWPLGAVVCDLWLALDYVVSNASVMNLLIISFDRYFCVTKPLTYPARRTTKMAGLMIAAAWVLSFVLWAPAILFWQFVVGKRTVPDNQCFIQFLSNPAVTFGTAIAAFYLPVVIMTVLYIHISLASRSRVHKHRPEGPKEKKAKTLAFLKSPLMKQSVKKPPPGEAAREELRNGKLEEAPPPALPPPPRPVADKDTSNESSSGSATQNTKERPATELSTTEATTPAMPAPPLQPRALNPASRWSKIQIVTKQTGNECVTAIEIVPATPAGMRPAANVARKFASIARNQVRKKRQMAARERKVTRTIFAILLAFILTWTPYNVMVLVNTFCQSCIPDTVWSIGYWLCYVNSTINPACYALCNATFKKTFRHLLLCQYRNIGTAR
* = called active by the depositor; x = not tested or not shown.

#	Structure	PHOSPHO1 block	IDE cell activ	pCIP destab	IDE inh	GalR3 antag	CRFR2-BP antag	MEKK3 PB1 HTS	CRFBP-R2 agonist	M4 PAM
1	NS(=O)(=O)c1ccc(CCNC(=O)c2ccc(Br)s2)cc1	-4	1	-8	-1	-2	6	104	1.1	-5
2	Cc1cc(C)cc(C(=O)OCC(=O)NCC(F)(F)F)c1	0	-1	6	0	-2	-10	100	0.8	-1
3	Cc1ccc(-c2nn(-c3ccccc3)cc2/C=C/C(=O)Nc2nccs2)cc1	-19	2	-3	2	-3	-7	97	-1.3	-6
4	CCN(CC(=O)Nc1ccc(OC)cc1)C(=O)c1ccc2[nH]c3c(c2c1)CC(C)CC3 (configuration not stated)	x	3	x	-2	-5	-4	x	0.5	4
5	CCOC(=O)C(C)n1nc(/C=C/c2ccc(OC)cc2)ccc1=O (configuration not stated)	-3	2	23	2	-8	3	94	-0.7	-2
6	C=C(C)COc1ccc(-c2ncncc2-c2ccc(Cl)cc2)c(O)c1	20	2	-4	4	-8	-4	102	0.1	-14
7	CC1=C(C(=O)Nc2ccccc2)C(c2cccs2)C(C#N)=C(SCC#N)N1 (configuration not stated)	42	-1	0	0	-2	-2	x	0.2	0
8	Cc1ccn2c(=O)nc(SCC(=O)OCc3ccccc3)nc2c1	x	1	x	9	-1	10	x	-1.6	0
9	COc1ccc(CC2(CO)CCN(C(C)COc3ccccc3)CC2)cc1 (configuration not stated)	-10	3	-4	-3	-4	-36	98	5.8	7
10	CCOc1ncccc1C(=O)Nc1ccccc1F	12	3	6	-2	-4	-2	98	-0.1	3
11	CC(=O)c1sc(NC(=O)CN2C(=O)NC3(CCCC3)C2=O)nc1-c1ccccc1	x	-2	x	-1	2	-1	x	-1.8	-6
12	O=C(NCc1ccc(F)cc1)C1CC(=O)N(C2CCCCCCC2)C1 (configuration not stated)	13	3	-10	5	-9	-1	102	-1.3	8
13	CCCCCn1c(N2CCC(C(N)=O)CC2)nc2c1c(=O)[nH]c(=O)n2C	-2	3	1	-1	-2	-12	104	0.8	7
14	CC(=O)N1CCN(S(=O)(=O)c2cccc(C(=O)NC3CCCC3)c2)CC1	x	6	x	-3	-4	10	x	0.0	9
15	COc1cc2c(c(OC)c1OC)-c1ccc(OC)c(=O)cc1[C@@H](N(C)CC#CCO)CC2	24	0	-24	-4	-5	4	108	-0.5	2
16	Cc1cc(C(=O)N2CCCC(N3CCN(c4ccc(F)cc4)CC3)C2)no1 (configuration not stated)	14	1	-10	-2	0	-1	99	0.5	5
17	O=C(c1cc(-c2ccncc2)nc2ccccc12)N1CCOCC1	x	1	x	x	2	5	x	0.6	-3
18	O=[N+]([O-])c1ccc(-c2cnc3ccccc3n2)cc1	8	-1	-7	1	-3	-5	110	-1.0	-1
19	COc1ccc(NC(=O)CN(C)S(=O)(=O)c2ccc3c(c2)OCCO3)c2ncccc12	6	4	-7	-3	-2	14	107	-2.4	2
20	COc1ccc(Br)cc1S(=O)(=O)N1CCN=C1C	1	-1	1	5	-2	10	98	-1.5	15
21	O=C(C1CCCN(S(=O)(=O)c2cccnc2)C1)N1CCn2c1nc1ccccc12 (configuration not stated)	8	-4	-8	1	1	-8	100	-1.4	3
22	CCOC(=O)N1CCN(C(=O)CS(=O)(=O)c2cn(Cc3ccccc3Cl)c3ccccc23)CC1	14	-5	-3	3	x	-29	106	4.2	-9
23	N#Cc1cc(Sc2ccccn2)c([N+](=O)[O-])cc1C#N	5	-16	-76	15	1	8	97	0.7	-6
24	Cc1ccc(NC(=O)Nn2cnnc2)cc1Cl	41	1	-10	0	-3	6	94	0.0	-1
25	O=C(OCn1ncc(Cl)c(Cl)c1=O)c1cccc(C(F)(F)F)c1	-14	-2	-17	-1	x	2	99	1.4	-17
26	Cc1ccccc1OCC(O)CN1CCN(CC(O)COc2ccccc2C)C(C)C1 (configuration not stated)	20	-2	-3	6	-14	-9	100	0.0	6
27	O=C(CSc1nc2[nH]ncc2c(=O)n1-c1ccccc1)c1ccc2c(c1)OCCO2	44	-15	-12	11	-2	-30	108	0.7	-8
28	Cc1nn(CC(=O)N2CCC(C(N)=O)CC2)c(=O)c2nn(-c3ccccc3)c(C)c12	42	1	-7	-6	-3	-16	100	0.8	7
29	Cc1oc2c(CN3CCCC(C)C3)c(O)ccc2c(=O)c1-c1ccccc1 (configuration not stated)	23	0	1	-7	-10	13	108	-1.8	1
30	COCCN(C(=O)CCC(=O)Nc1ccccn1)C(C(=O)NCCC(C)C)c1ccc(F)cc1 (configuration not stated)	-9	3	-18	5	-7	1	100	-0.3	-1
31	COc1ccc(-c2ccc(=O)n(CC(=O)Nc3cccc(O)c3)n2)cc1OC	x	0	x	1	3	-8	92	0.8	3
32	O=C(COc1ccc2ccc(=O)oc2c1)Nc1ccc(N2CCOCC2)cc1	7	10	0	3	-2	-7	95	-0.3	0
33	Cc1ccc2nc(Cl)cc(=O)n2c1	x	-1	x	x	-2	-15	x	-2.1	0
34	CCCC(=O)c1ccc(O)cc1O	14	2	0	x	-12	x	95	x	4
35	COc1ccc(C(=O)c2cc3cccc(OC)c3o2)cc1	34	1	-15	10	-7	17	107	-0.7	6
36	O=C(COC(=O)CC1CC2CCC1C2)NCc1ccccc1 (configuration not stated)	x	1	x	6	-5	1	x	-5.0	5
37	CCC(C)[C@H]1CN=C(N)N1CCc1cc(C(F)(F)F)cc(C(F)(F)F)c1 (some centres not stated)	-12	5	-9	6	1	-1	98	2.0	-8
38	COc1ccc(C(=O)NC(CCSC)C(=O)NCc2nnc3ccccn23)cc1 (configuration not stated)	x	-3	x	x	-3	-2	x	-2.6	0
39	Cc1cccc(S(=O)(=O)Nc2nc3ccccc3nc2NCc2ccco2)c1	20	3	-14	7	0	23	x	1.9	-3
40	S=c1[nH]nc(Nc2ccccc2Cl)s1	68*	-3	-1	7	-4	-7	108	-1.3	0
41	CC(=O)c1ccc(C(=O)Nc2nnc(-c3ccc(Cl)cc3)o2)cc1	27	7	-5	-1	2	3	100	2.8	-2
42	Cc1ccc2[nH]c(=O)c(CN(CC3CCCO3)S(=O)(=O)c3c(C)ccc4nsnc34)cc2c1 (configuration not stated)	17	6	-28	-2	-5	-39	101	-5.1	-5
43	CCN(Cc1ccncc1)C(=O)Cc1cccs1	29	6	3	1	-10	-5	104	0.0	-1
44	CCCCC(=O)NC(c1ccc(C(C)C)cc1)c1ccc2cccnc2c1O (configuration not stated)	-7	-9	-20	10	-1	6	104	-0.9	-3
45	Cc1ccc(C(=O)N(CCN(C)C)CC2CCCN(Cc3ccccc3F)C2)cc1C (configuration not stated)	8	3	5	2	-1	5	102	-1.1	-6
46	COc1cccc(C(=O)NCCN2CCOCC2)c1	45	7	-11	3	-4	21	101	-1.3	6
47	CC(C)CC(=O)Nc1nnc(-c2ccco2)s1	30	-5	5	-2	-7	-36	108	3.8	29
48	CCCCC(=O)OCc1cn(-c2ccc(Cl)cc2)nn1	2	4	0	-1	-2	0	101	0.4	-10
49	COC(=O)[C@H](Cc1ccc(O)cc1)NC(=O)Cn1ccc(NC(=O)OCc2ccccc2)nc1=O	x	3	x	2	1	1	x	-1.2	8
50	Cc1ccc2[nH]c3c(c2c1)CN(C(=O)CN1CCSCC1)CC3	47	x	0	x	-2	x	80	x	x
51	O=C(Cc1cccs1)Nc1ccc(Cl)c(S(=O)(=O)N2CCOCC2)c1	x	-4	x	x	-2	-9	x	0.2	-2
52	CC/C(=N\NC(=O)C1CCCC1)c1ccc(Br)cc1	18	6	-20	x	0	-11	100	-0.2	5
53	CN(C)c1nccc(N(Cc2ccccc2)Cc2ccccc2)c1C#N	10	2	0	2	1	4	92	0.8	-9
54	CN(c1ccc(C(=O)Nc2nccs2)cc1)S(=O)(=O)c1ccccc1	4	3	1	2	-8	-24	101	-4.0	-5
55	Cc1onc(-c2c(F)cccc2Cl)c1-c1nnc(-c2ccc(C(F)(F)F)cc2)o1	20	x	-13	4	-4	-15	94	1.9	-14
56	CCC(C(=O)N1CCCCCC1)n1nc(C)n2c(cc3occc32)c1=O (configuration not stated)	12	2	-6	5	2	10	99	0.4	0
57	CO[C@H]1O[C@H](CBr)[C@@H](OC(=O)c2ccccc2)[C@H](O)[C@H]1O	x	6	x	0	-2	1	x	-1.3	-2
58	Cc1cccc(N)c1SC1CCCCC1O (configuration not stated)	-14	1	-3	1	-4	9	95	-1.7	10
59	COc1ccc(C(=O)COC(=O)c2sccc2C)cc1OC	x	2	x	-4	0	6	x	0.5	5
60	O=C(CCCOc1ccccc1)NCc1ccco1	15	4	-16	5	-4	-3	95	-0.4	13

Records listed so far shown as hits in PHOSPHO1 block.
#	Structure	PHOSPHO1 block	IDE cell activ	pCIP destab	IDE inh	GalR3 antag	CRFR2-BP antag	MEKK3 PB1 HTS	CRFBP-R2 agonist	M4 PAM
40	S=c1[nH]nc(Nc2ccccc2Cl)s1	68*	-3	-1	7	-4	-7	108	-1.3	0

An excerpt from above in order of the pCIP destab value, lowest first.
#	Structure	PHOSPHO1 block	IDE cell activ	pCIP destab	IDE inh	GalR3 antag	CRFR2-BP antag	MEKK3 PB1 HTS	CRFBP-R2 agonist	M4 PAM
52	CC/C(=N\NC(=O)C1CCCC1)c1ccc(Br)cc1	18	6	-20	x	0	-11	100	-0.2	5
41	CC(=O)c1ccc(C(=O)Nc2nnc(-c3ccc(Cl)cc3)o2)cc1	27	7	-5	-1	2	3	100	2.8	-2
53	CN(C)c1nccc(N(Cc2ccccc2)Cc2ccccc2)c1C#N	10	2	0	2	1	4	92	0.8	-9

Of the compounds above, these have a nitro group on carbon:
#	Structure	PHOSPHO1 block	IDE cell activ	pCIP destab	IDE inh	GalR3 antag	CRFR2-BP antag	MEKK3 PB1 HTS	CRFBP-R2 agonist	M4 PAM
18	O=[N+]([O-])c1ccc(-c2cnc3ccccc3n2)cc1	8	-1	-7	1	-3	-5	110	-1.0	-1
23	N#Cc1cc(Sc2ccccn2)c([N+](=O)[O-])cc1C#N	5	-16	-76	15	1	8	97	0.7	-6

Compound activity: PubChem BioAssay, several laboratories
